Assay outcomes (PubChem BioAssay)
Pin1 inhibitor – qHTS Assay to Find Inhibitors of Pin1. Peptidyl-prolyl cis-trans isomerase NIMA-interacting 1 (Homo sapiens), Q13526. Pin1 FP peptide displacement, HiFluor488, 10 min. Potency, µM (highest dose often 115 µM), for inactives: at the highest dose activity, negative = inhibition, actives largely listed as inhibitors. 390,000 tested, 0.009% active. AID 504891, 2011; active = well fitted inhibition curve with a large enough effect in the polarisation, with a control signal flat, not every such curve was filed as active; inconclusive = small, poorly fitted or top-dose-only effect, or effect the other way, or a change in a side signal; inactive = no such curve, though single readings can be large or run the other way; the % refers to the polarisation; note: % is set by controls: 0 for no effect and ±100 for the full control effect
Target sequence (Q13526 whole entry, looked up): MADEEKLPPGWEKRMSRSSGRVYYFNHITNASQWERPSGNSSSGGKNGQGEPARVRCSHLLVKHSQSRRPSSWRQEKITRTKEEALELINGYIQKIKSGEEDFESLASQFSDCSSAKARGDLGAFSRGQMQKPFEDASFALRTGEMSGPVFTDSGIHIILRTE
JMJD2A Tudor – qHTS Assay for Inhibitors of JMJD2A-Tudor Domain; Lysine-specific demethylase 4A (Homo sapiens), O75164; AlphaScreen JMJD2A-Tudor / H3K4me3 peptide binding; Potency, µM (series often up to 114 µM), without a hit: top-dose activity change, negative = inhibition, hits mostly inhibitors; 390,000 tested, 4.4% active; note: % is set by controls: 0 for no effect and ±100 for the full control effect; nearly all actives have a fitted effect of over 50% in size
GLS inh – qHTS for Inhibitors of Glutaminase (GLS); GLS enzymatic activity, qHTS titration; Potency, µM (series often up to 45.5 µM), inactives show at the top dose activity change, negative = inhibition, actives largely listed as inhibitors; 410,000 tested, 0.21% active; AID 624170, 2012; note: % is set by controls: 0 for no effect and ±100 for the full control effect
Target sequence (O94925 whole entry, looked up): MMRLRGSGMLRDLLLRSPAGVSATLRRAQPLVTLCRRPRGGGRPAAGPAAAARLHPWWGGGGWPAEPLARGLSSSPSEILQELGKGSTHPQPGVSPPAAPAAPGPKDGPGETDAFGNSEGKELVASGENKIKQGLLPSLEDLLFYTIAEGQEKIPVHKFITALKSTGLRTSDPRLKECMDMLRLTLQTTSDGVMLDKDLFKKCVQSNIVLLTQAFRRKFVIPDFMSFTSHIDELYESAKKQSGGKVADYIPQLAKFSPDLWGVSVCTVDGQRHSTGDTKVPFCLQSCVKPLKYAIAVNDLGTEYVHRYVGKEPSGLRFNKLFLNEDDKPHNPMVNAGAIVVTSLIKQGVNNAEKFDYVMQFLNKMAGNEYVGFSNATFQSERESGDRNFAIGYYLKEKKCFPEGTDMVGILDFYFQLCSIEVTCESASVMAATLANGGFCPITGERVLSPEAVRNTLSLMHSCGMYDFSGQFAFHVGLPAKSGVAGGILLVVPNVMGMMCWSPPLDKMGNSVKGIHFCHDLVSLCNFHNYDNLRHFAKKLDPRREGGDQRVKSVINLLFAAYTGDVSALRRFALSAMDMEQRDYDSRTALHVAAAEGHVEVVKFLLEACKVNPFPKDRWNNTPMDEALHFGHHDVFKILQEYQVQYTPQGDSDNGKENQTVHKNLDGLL
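Read-out is an Amplex red fluorescence increase coupled through glutamate oxidase and HRP, measured before and after 30 min room-temperature incubation. hKGA is in 45 mM KH2PO4 (pH 8.2) with 0.02% Tween-20; glutamine added as 1mM solution.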
Pol iota inh – qHTS for Inhibitors of Polymerase Iota. DNA polymerase iota (Homo sapiens), Q9UNA4. Pol iota fluorescent replication assay, 10 min. Potency, µM (titrated, usually from 115 µM), for inactives: top-dose activity, negative = inhibition, actives largely listed as inhibitors. 390,000 tested, 1% active. AID 588590, 2011
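Fluorescent replication assay read twice, at 0 min and 10 min after adding 50 nM (final) substrate. Enzyme (10 nM) and compounds were first incubated 15 min at room temperature; enzyme-free buffer wells were negative controls.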
Tb PGK inh – qHTS Assay to Find Inhibitors of Phosphoglycerate Kinase. PGK/GAPDH coupled, Kinase-Glo luminescence, 60 min. Phosphoglycerate kinase, glycosomal (Trypanosoma brucei brucei), P07378. 380,000 tested, 0.043% active. Potency, µM (top dose mostly 57.5 µM), for inactives: top-dose activity change, negative = inhibition, usual class: inhibitors; note: % is set by controls: 0 for no effect and ±100 for the full control effect; nearly all actives have a fitted effect of over 60% in size
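Recombinant glycosomal PGK reaction used 1,3-bisphosphoglycerate generated in-well by GAPDH (100nM final) in 100mM TEA pH 7.6, 5mM MgCl2, 0.01% Tween-20. After 60 minutes at room temperature, ATP was read by Kinase-Glo Plus luminescence end-point.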
BAZ2B inh – qHTS Assay for Inhibitors of BAZ2B | Bromodomain adjacent to zinc finger domain protein 2B (Homo sapiens), Q9UIF8 | AlphaScreen BAZ2B-H3K14Ac peptide displacement | Potency, µM (doses to about 114 µM), without a hit: at the top dose activity change, negative = inhibition, usual class: inhibitors | 360,000 tested, 4.4% active; note: % is set by controls: 0 for no effect and ±100 for the full control effect; nearly all actives have a fitted effect of over 60% in size
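AlphaScreen luminescence quantifies BAZ2B engagement of H3K14Ac peptide; the protein and biotinylated peptide are both at 50 nM final, buffer PBS pH 7.4 with 0.01% Tween-20, all steps at room temperature.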
BLM inh – qHTS Assay for Inhibitors of Bloom's syndrome helicase (BLM); 350,000 tested, 0.2% active; Potency, µM (titrated, usually from 56.1 µM), for inactives: at the top dose activity change, negative = inhibition, usual class: inhibitors; AID 2528, 2010; recombinant BLM DNA unwinding, fluorescence dequenching;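 note: plate controls were vehicle for no effect and no enzyme for full effect; nearly all actives have a fitted effect of over 35% in size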
HP1b chromo inh – HTS for Inhibitors of HP1-beta Chromodomain Interactions with Methylated Histone Tails; Potency, µM (doses to about 114 µM), for the others: top-dose activity change, negative = inhibition, hits mostly inhibitors; AlphaScreen HP1-beta / biotin-H3K9me3 peptide binding; Chromobox protein homolog 1 (Homo sapiens), P83916; AID 540317, 2011; 390,000 tested, 0.56% active; note: nearly all actives have a fitted effect of over 70% in size; inactives centre near 23
Target sequence (P83916 whole entry, looked up): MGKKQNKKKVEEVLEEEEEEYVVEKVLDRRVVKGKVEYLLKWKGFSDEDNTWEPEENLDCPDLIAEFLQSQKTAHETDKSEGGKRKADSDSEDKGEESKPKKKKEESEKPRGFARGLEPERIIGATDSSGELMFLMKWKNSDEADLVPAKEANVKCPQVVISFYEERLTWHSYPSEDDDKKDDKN
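Compound inhibition of the preformed complex between 50 nM HP1-beta and 50 nM biotinylated H3K9me3 peptide was read by AlphaScreen. Buffer was PBS pH 7.4 with 0.01% Tween-20. Incubations ran 30 min at room temperature, with 10 ug/mL donor/acceptor beads.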
G9a block – qHTS Assay for Inhibitors of Histone Lysine Methyltransferase G9a; G9a H3K9 monomethylation, AlphaScreen, 2 h; Potency, µM (titrated, usually from 102 µM), for the others: at the highest dose activity, negative = inhibition, most hits filed as inhibitors; Histone-lysine N-methyltransferase EHMT2 (Homo sapiens), Q96KQ7; 350,000 tested, 8.8% active; AID 504332, 2011; note: % is set by controls: 0 for no effect and ±100 for the full control effect; nearly all actives have a fitted effect of over 75% in size
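Quantitative HTS format: methyltransferase activity on a biotin-tagged H3K9 peptide is measured by AlphaScreen, using a rabbit anti-monomethyl-H3K9 antibody with streptavidin donor and anti-IgG acceptor beads. Final levels are 20 nM enzyme, 500 nM peptide, 20 uM SAM; 2 h RT.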
Active calls of the source: *; i = inactive; ? = inconclusive; . = no result given; [ ] = another dose, or the depositor's remark. Unless noted, calls come from the whole dose curve; as a rule, active = well fitted curve in the direction sought with a large enough effect; inconclusive = small, poorly fitted or top-dose-only effect, or another doubt; inactive = no such curve, though single readings can be large; an effect the other way counts as inactive or inconclusive. Potency is the fitted concentration of half-maximal effect. This is a subset; rates above refer to the full screens.

SMILES	Pin1 inhibitor	JMJD2A Tudor	GLS inh	Pol iota inh	Tb PGK inh	BAZ2B inh	BLM inh	HP1b chromo inh	G9a block
CNC(=O)CN(C)S(=O)(=O)c1ccc(F)cc1	1%	-7%	4%	-11%	-7%	2%	1%	7%	22%[59 µM]
COc1ccc([C@H]2CC(=O)C=C(c3ccc4ccn(C)c4c3)C2)cc1	10%	-28%	6%	-8%	5%	-7%	.	2%	-9%[2.33 µM]
CCCOP(=O)(c1ccc(N(C)C)cc1)C(O)c1cc(OC)c(OC)c(OC)c1 (stereo unspecified)	-4%	-4%	25%	3%	-10%	-3%	1%	24%	-15%[59 µM]
Cc1ccc(CNC(=O)CSc2c(C(C)C)cnc3c2c(=O)n(C)c(=O)n3C)cc1	-5%	-17%	3%	13%	i	4%	3%	22%[57 µM]	7%[59 µM]
COC(=O)c1cc(NC(=O)Cn2ncc3c([nH]c4ccccc43)c2=O)cc(C(=O)OC)c1	-5%	-9%	2%	72%[activator]	10%	1%	-9%	10%	3%[59 µM]
COc1ccc(S(=O)(=O)N2CCOCC2)cc1NC(=O)CSc1nnnn1C1CC1	-5%	-12%	-6%	1%	i	-3%	.	20%	4%[12.7 µM]
Cc1ccc(CCNC(=O)C2CCN(S(=O)(=O)c3cccc4nonc34)CC2)cc1	25%	-9%	13%	16%	-2%	9%	-4%	39%	-16%
COc1ccc2c(CNC3CCCC3)c(C(=O)O)n(Cc3ccccc3C)c2c1	0%	-16%	0%	-4%	-10%	-15%	-2%	18%	-7%[59 µM]
CN(C)C(CNC1CC(C)(C)NC(C)(C)C1)c1cccc(F)c1 (stereo unspecified)	-6%	-17%	3%	-1%	-3%	1%	1%	-3%	10%[59 µM]
CCOc1ccc(-n2cc(C(=O)c3cc(Cl)ccc3O)cc(C#N)c2=O)cc1	16%	-17%	0%	34%[activator]	-1%	-31%	-11%	15%	-7%[59 µM]
Fc1ccc(Nc2nc(Nc3ccc(F)cc3)nc(N3CCOCC3)n2)cc1	7%	-13%	-3%	12%	i	2%	-4%	39%[activator]	-38%[59 µM]
C[C@H](NC(=O)C1CC(=O)N(c2ccc(F)cc2)C1)C(=O)N1CCCCC1 (stereo partly specified)	6%	?	8%	4%	1%	2%	-2%	18%	36%
COc1cc(OC)c(OC)cc1/C=N/NC(=O)C[n+]1ccccc1	-4%	-3%	7%	12%	-1%	-6%	-12%	15%	26%[59 µM]
COc1ccc(COC(=O)c2ccc(Cl)c(S(=O)(=O)N3CC(C)OC(C)C3)c2)cc1 (stereo unspecified)	7%	11%	-1%	-2%	-2%	11%	.	36%	29%
COC(=O)C1=C(CS(=O)(=O)c2ccc(Cl)cc2)NC(=O)NC1c1ccc(O)cc1 (stereo unspecified)	2%	-8%	21%	10%	6%	-23%	1%	21%	14%
COCCN(C(=O)/C=C/c1ccccc1)c1c(N)n(Cc2ccccc2)c(=O)[nH]c1=O	-1%	-4%	2%	-15%	-6%	-1%	0%	19%	3%
CCOC(=O)c1ccc(OCCOc2ccccc2C)cc1	4%	205%[activator]	-9%	82%[activator]	-5%	137%[activator]	-12%	296%[activator]	8%[0.501 µM]
O=C(Cc1nc2ccccc2[nH]1)c1ccc([N+](=O)[O-])cc1	1%	-27%	-3%	33%[activator]	-8%	-27%	-8%	18%	45µM*
O=C(COC(=O)/C(=C/c1cccs1)c1cccs1)NC(c1ccccc1)c1ccccc1	43%[activator]	-24%	-3%	2%	4%	-10%	-12%	?	-20%[59 µM]
C=CCN(CC=C)C(=S)Nc1ccc(OC)c(OC)c1	2%	-7%	11%	-1%	-4%	-5%	1%	33%[activator]	-7%
CCC(C)n1c(=O)c2sccc2n2c(CCCC(=O)N3CCN(c4ccccc4)CC3)nnc12 (stereo unspecified)	-5%	-1%	6%	37%[activator]	8%	-19%	2%	32%	-26%[59 µM]
N#Cc1c(NCCO)nc(NCc2ccccc2)c2c1CCN(Cc1ccccc1)C2	-1%	?	0%	25%	0%	45µM*	-4%	-19%	?
O=C(NCCc1nc(-c2ccccc2)cs1)c1ccc(Br)cc1	-3%	4%	0%	106%[activator]	-4%	6%	1%	38%	-2%[59 µM]
CC(NC(=O)CSc1nc2c(c(C(F)(F)F)n1)CCc1ccccc1-2)c1ccccc1 (stereo unspecified)	4%	-15%	2%	-4%	4%	10%	0%	40%[activator]	12%[59 µM]
O=C(Nc1cccnc1)C1CCC(CNS(=O)(=O)c2cccc3nsnc23)CC1 (stereo unspecified)	-7%	-8%	0%	6%	-2%	?	2%	24%	15%
COc1cc2ccccc2cc1C(=O)Nc1ccc(Cl)cn1	-2%	-5%	-1%	-10%	-3%	4%	0%	32%[activator]	24%[0.501 µM]
CCC(=O)Nc1ccc2c(c1)nc(CCNC(=O)c1ccco1)n2C	-6%	-5%	-1%	24%	-1%	8%	0%	23%	7%
CCN(CC)S(=O)(=O)c1cccc(C(=O)N[C@H](C(=O)OCC(=O)Nc2ccccc2)C(C)C)c1	-1%	-15%	6%	-14%	4%	2%	-12%	15%	-2%[59 µM]
O=C(O)c1ccc(Nc2nc3ccccc3c3nncn23)cc1	3%	5%	-3%	35%[activator]	5%	-1%	3%	31%	8%[59 µM]
Cc1cccc(OCC(=O)OC(C)C(=O)Nc2ccc(S(=O)(=O)N3CCCCC3)cc2)c1 (stereo unspecified)	1%	-14%	3%	-6%	1%	14%	.	15%	?
Nn1c(C2CCC2)nc2cc(Cl)ccc2c1=O	3%	-6%	4%	11%	0%	11%	-4%	33%[activator]	-24%
CC(=O)Nc1ccc(S(=O)(=O)Nc2cccc(-c3cn4c(n3)SCC4)c2)cc1	0%	-30%	5%	9%	-1%	.	0%	23%	?
COc1ccccc1N1CCN(c2c(CN3CCCC3)c(=O)oc3ccccc23)CC1	-1%	-15%	29%	-2%	-9%	-19%	5%	-18%	-21%[59 µM]
COC(=O)c1sccc1NC(=O)Cc1ccc(OC)cc1	-9%	17%	7%	0%	-1%	30%	1%	44%[activator]	65%[activator][59 µM]
CCOC(=O)C1(CC2CC2)CCN(Cc2ccc(OC)cc2F)CC1	-1%	-9%	14%	156%[activator]	-6%	-12%	3%	5%	.
O=[N+]([O-])c1ccc(CSc2nnc(SCc3ccccc3)s2)cc1	3%	-2%	4%	40%[activator]	i	-24%	-7%	32%	?

Full records as entered above:
Entry for CCC(=O)Nc1ccc2c(c1)nc(CCNC(=O)c1ccco1)n2C : Pin1 inhibitor = -6%; JMJD2A Tudor = -5%; GLS inh = -1%; Pol iota inh = 24%; Tb PGK inh = -1%; BAZ2B inh = 8%; BLM inh = 0%; HP1b chromo inh = 23%; G9a block = 7%
Entry for O=C(O)c1ccc(Nc2nc3ccccc3c3nncn23)cc1 : Pin1 inhibitor = 3%; JMJD2A Tudor = 5%; GLS inh = -3%; Pol iota inh = 35%[activator]; Tb PGK inh = 5%; BAZ2B inh = -1%; BLM inh = 3%; HP1b chromo inh = 31%; G9a block = 8%[59 µM]

(cont.)
SMILES	Pin1 inhibitor	JMJD2A Tudor	GLS inh	Pol iota inh	Tb PGK inh	BAZ2B inh	BLM inh	HP1b chromo inh	G9a block
CCc1nnc(NC(=O)CCN(c2ccc(C)cc2)S(=O)(=O)c2ccccc2)s1	-1%	-24%	17%	11%	5%	-4%	-5%	9%	12%[59 µM]
CC(C)C1C2=C(CC(C)(C)CC2=O)ON1c1ccccc1 (stereo unspecified)	3%	-10%	12%	7%	-8%	-6%	-2%	67%[activator]	?
CCCc1c(C(=O)N/N=C/C(C)=C/c2ccco2)nnn1-c1nonc1N	24%	-27%	-9%	?	-6%	?	-7%	13%[57 µM]	-9%[0.501 µM]
Cc1cccc(-n2nc3c(c2NC(=O)c2ccco2)CSC3)c1C	-17%	50µM*	?	14µM*	-8%	-6%	-6%	-26%	40µM*
CC(=O)c1ccccc1NC(=O)COC(=O)c1ccccc1NC(=O)c1ccccc1	-1%	-8%	2%	10%	5%	-4%	-7%	43%[activator]	6%[59 µM]
Cc1ccc2[nH]c(O)c(N=Nc3ccccc3C)c2c1	-2%	?	6%	63%[activator]	-1%	?	-2%	71µM*	8.9µM*
CCOC(=O)c1sc(N)c(C#N)c1CSc1nc2ccc(C)cc2[nH]1	21%	-17%	13%	1%	5%	-4%	3%	28%	-14%[59 µM]
CCc1ccc(NC(=O)COC(=O)CCC2CCCC2)cc1	1%	31%	4%	11%	-5%	61%[activator]	.	77%	52%[activator][59 µM]
C[C@@H](C(=O)Nc1cccc(S(=O)(=O)N2CCOCC2)c1)N1C(=O)C2CC=CCC2C1=O (stereo partly specified)	57%[activator]	-11%	-1%	36%[activator]	-7%	-23%	3%	-6%	4%
COc1ccc(OC)c(NC(=O)CCNS(=O)(=O)c2ccc3c(c2)c(=O)n(C)c(=O)n3C)c1	2%	-17%	2%	38%[activator]	4%	5%	-7%	30%	-18%
CCCN(CCC)C1Sc2ccc(C(=O)OC)cc2NC1=O (stereo unspecified)	?	12%	-2%	3%[58.9 µM]	-7%	14%	0%	26%	1%[12.7 µM]
CCOC(=O)c1c(NC(C)=O)c2c3c(sc2n1Cc1nc(-c2cccc(C)c2)oc1C)CCCC3	5%	-15%	-7%	11%	.	0%	-8%	25%	1%[59 µM]
CCOC(=O)C1=C(C)N(C)C(C)=C(C(=O)OCC)C1c1ccncc1	2%	-3%	14%	7%	3%	-1%	-1%	30%	6%[12.7 µM]
COC(=O)C1=C[C@@H](C(=O)OC)[C@@H]2C3=C(C(=O)[C@]2(C)NC(=O)c2ccccc2)[C@H](C)[C@@H]2C(=O)NC(=O)[C@@H]2[C@@H]3C1	0%	-15%	.	?	.	.	0%	6%	.
